GRP78 ERSR act – ER stress response induction in glioma; U87-MG GRP78 promoter luciferase reporter, 16 h; Potency, µM, for inactives: at the highest dose activation, hits mostly activators; hit rate 0.02% among 420,000; note: potency is the fitted concentration of half-maximal effect; series mostly up to about 76 µM; % of control where 0% means no effect; nearly all actives have a fitted effect of over 35% in size
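Stably transfected U87-MG glioma cells carrying a GRP78-based luciferase sensor; 16 h compound incubation. Luminescence end-point read 10 min after Bright-Glo addition at room temperature.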
RXFP1 ag – activates the human relaxin receptor RXFP1. HEK293T-RXFP1 cAMP TR-FRET, 30 min; response scale: percent of porcine relaxin response, buffer zero. Potency, µM (titrated, usually from 57.5 µM), inactives show at the top dose activation, hits mostly activators. hit rate 0.3% among 370,000; note: potency is the fitted concentration of half-maximal effect; % is set by controls: 0 for no effect and ±100 for the full control effect; nearly all actives have a fitted effect of over 60% in size; many of its hits are not listed in these tables
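Agonist response is measured as cAMP accumulation in an RXFP1-transfected HEK293T line under PDE4 inhibition. Values are scaled between buffer-only and 29 nM porcine relaxin, and EC50s come from standard Hill equation fits.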
D1 potentiator – potentiators of human D1 dopamine receptor; P21728; HEK293 TREx D1 cells, calcium flux, dopamine EC20 potentiation; potentiation, % at 10 µM; hit rate 0.036% among 360,000; AID 504651; in the data active = potentiation above about 30%; note: 0% is about no effect
Target sequence (P21728 whole entry, looked up): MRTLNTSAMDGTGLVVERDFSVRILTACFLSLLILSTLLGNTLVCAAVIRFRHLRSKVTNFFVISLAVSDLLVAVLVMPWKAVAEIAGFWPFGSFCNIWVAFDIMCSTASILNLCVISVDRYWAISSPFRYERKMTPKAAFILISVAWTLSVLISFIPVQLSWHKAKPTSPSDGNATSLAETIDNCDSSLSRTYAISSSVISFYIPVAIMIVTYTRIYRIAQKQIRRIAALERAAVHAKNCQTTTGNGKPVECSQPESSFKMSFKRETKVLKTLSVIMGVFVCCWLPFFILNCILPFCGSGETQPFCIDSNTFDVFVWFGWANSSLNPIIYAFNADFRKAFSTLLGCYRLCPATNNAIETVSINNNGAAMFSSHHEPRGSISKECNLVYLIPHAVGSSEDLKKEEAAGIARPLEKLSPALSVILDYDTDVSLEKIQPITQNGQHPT
D2 potentiator – D2 dopamine receptor (human) potentiation | potentiation, % at 10 µM | AID 485347 | P14416 | hit rate 0.34% among 340,000 | HEK293 T-REx D2, calcium flux, EC20 dopamine potentiation;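 active = potentiation over 3 SD above the plate norm, cut at about 30% in these data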; note: 0% is about no effect
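Calcium flux readout, no-wash dye, 1 read/s. Inducible HEK293 Trex D2 line, overnight 30 C. Compound alone 180 s (agonist flags), then EC20 dopamine, another 180 s to score potentiation.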
D1 ag – human D1 receptor agonism | P21728 | HEK293 T-REx D1 cells, calcium flux, agonist mode | activation, % at 2 µM | hit rate 1% among 360,000 | AID 504660; in the data active = activation above about 30%; note: 0% is about no effect
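Agonism was scored from calcium flux recorded over 180 s (1 read/s) after pintool compound addition, following a 10-cycle baseline. Cells were inducible force-coupled HEK293 TREx D1, plated overnight at 30 C and loaded with no-wash calcium dye.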
D1 antag – blocks dopamine activation of the human D1 receptor; activity change, negative = inhibition, % at 10 µM; HEK293 TREx D1 cells, calcium flux, dopamine EC80; hits give low values; AID 504652; P21728; hit rate 3.2% among 360,000; in the data active = activity change below about -30%; note: % is set by controls: 0 for no effect and ±100 for the full control effect
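Allosteric or orthosteric antagonism assessed as attenuation of the calcium response to EC80 dopamine, added 180 s after compound, in induced HEK293 Trex D1 cells loaded with no-wash calcium dye.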
Vif-APOBEC3G blk – inhibitors of Vif-APOBEC3G interaction | Q9HC16 | HeLa A3G-eYFP + Vif (tagged APOBEC3G with the HIV-1 protein that degrades it), YFP fluorescence, overnight | Potency, µM (doses to about 46.1 µM), inactives show at the highest dose activity, negative = active, usual class: inhibitors | hit rate 0.076% among 410,000 | AID 602310;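 note: potency is the fitted concentration of half-maximal effect; % is set by controls: 0 for no effect and ±100 for the full control effect; nearly all actives have a fitted effect of over 60% in size; hits raise eYFP signal because A3G escapes Vif-driven loss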
Target sequence (Q9HC16 whole entry, looked up): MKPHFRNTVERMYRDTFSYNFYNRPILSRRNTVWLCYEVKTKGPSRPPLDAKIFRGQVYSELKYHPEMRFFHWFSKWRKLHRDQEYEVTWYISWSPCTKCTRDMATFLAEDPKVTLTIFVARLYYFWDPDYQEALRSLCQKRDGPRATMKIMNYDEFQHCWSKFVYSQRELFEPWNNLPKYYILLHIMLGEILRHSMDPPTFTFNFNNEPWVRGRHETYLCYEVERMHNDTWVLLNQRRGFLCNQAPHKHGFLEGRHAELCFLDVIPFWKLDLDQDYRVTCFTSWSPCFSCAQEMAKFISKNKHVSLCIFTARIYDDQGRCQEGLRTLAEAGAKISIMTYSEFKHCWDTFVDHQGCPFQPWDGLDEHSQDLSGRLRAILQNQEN
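Read-out is eYFP fluorescence (Ex 488/Em 500-530) from Vif-expressing HeLa A3G-eYFP cells; more signal means A3G escaped Vif-mediated degradation. Cells plated overnight, compound pinned in, incubated overnight at 37 deg C.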
RXFP1 antag – blocks the human relaxin receptor RXFP1; Q9HBX9; HEK293-RXFP1, relaxin-stimulated cAMP HTRF, 30 min; hits give low values; activity change, negative = inhibition, % at 57.5 µM; hit rate 0.59% among 350,000; AID 1259400;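 active = activity change of -60% or lower, but not beyond a set lower limit; inconclusive = change between -60% and -40%, or beyond the set limit; inactive = change above -40%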; note: % is set by controls: 0 for no effect and ±100 for the full control effect
Vif-A3F inh – Vif-A3F binding inhibition; HeLa A3F-eYFP + Vif (tagged APOBEC3F with the HIV-1 protein that degrades it), YFP fluorescence increase; Potency, µM (series often up to 46.1 µM), for the others: at the top dose activity, negative = active; hit rate 0.2% among 390,000; AID 602313; note: potency is the fitted concentration of half-maximal effect; % of control where 0% means no effect; nearly all actives have a fitted effect of over 65% in size
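Fluorescence increase (Ex 488/Em 500-530) after overnight compound treatment at 37 deg C flags inhibition of Vif-driven A3F-eYFP loss in stable HeLa A3F-eYFP/Vif cells seeded overnight beforehand.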
Numbers without * were called inactive; u = inconclusive; x = not tested or not shown. Unless noted, calls come from the whole dose curve; as a rule, active = well fitted curve in the direction sought with a large enough effect; inconclusive = small, poorly fitted or top-dose-only effect, or another doubt; inactive = no such curve, though single readings can be large; an effect the other way counts as inactive or inconclusive. Some of the compounds tested (hit frequency here may not be typical).

No. | SMILES | GRP78 ERSR act | RXFP1 ag | D1 potentiator | D2 potentiator | D1 ag | D1 antag | Vif-APOBEC3G blk | RXFP1 antag | Vif-A3F inh
1 | COc1ccc(CCNC(=O)CSc2ccc(-c3ccncc3)nn2)cc1 | -6% | 3.9% | 2 | -3 | 0 | -11 | -2% | 2 | -11%
2 | O=C(COC(=O)C1=COCCO1)Nc1c(F)cccc1F | -4% | -0.2% | -3 | -8 | 0 | 6 | -1% | 6 | 4%
3 | COC(=O)c1sc(N2C(=O)C(O)=C(C(=O)c3ccc(C)o3)C2c2cccs2)nc1C (centres undefined) | 2% | 13µM* | 0 | 2 | 2 | 11 | 2% | -20 | -14%
4 | CCOC(=O)c1[nH]c(C)c(C(=O)OCC(=O)NCc2ccc(Cl)cc2)c1C | -3% | -0.1% | -9 | 13 | 3 | 8 | 5% | -1 | 9%
5 | Cc1ccc(NC(=O)Cc2nnc(SCC(=O)Nc3nncs3)n2C)c(C)c1 | 0% | 1.5% | -4 | 14 | 6 | -1 | 0% | -9 | -2%
6 | CCN(CC(=O)Nc1cccc(C#N)c1)CC(=O)Nc1cccc(OC)c1 | 0% | 2.1% | -6 | -3 | 0 | 9 | -1% | -6 | 4%
7 | COc1ccc(Cn2c(O)c(C=Nc3ccc(OC)cc3)c3ccccc3c2=O)cc1 | -2% | 2.2% | 2 | 11 | 2 | 5 | 1% | -1 | -9%
8 | COc1ccc(N2C(=O)C(C)C(Cc3ccc(C)cc3)C2=O)cc1 (centres undefined) | -3% | -4.8% | 1 | -3 | 3 | 5 | 2% | -1 | 1%
9 | CC[C@H](C)[C@H](NC(N)=O)C(=O)OCC(=O)NCc1ccc(Cl)cc1 | -1% | 2.4% | -2 | -9 | 4 | 11 | -1% | 2 | -5%
10 | COc1cc(NC(=O)Cn2c(=O)n(CC(=O)NCCc3ccc(OC)c(OC)c3)c(=O)c3sccc32)cc(OC)c1 | -5% | 5.5% | 0 | -6 | -1 | -15 | -3% | 5 | -13%
11 | CCc1cc(=O)oc2cc(C)cc(OCC(=O)C(C)(C)C)c12 | -4% | 0.6% | -3 | x | -1 | 22 | 1% | 3 | 1%
12 | CNS(=O)(=O)c1ccc(CNC[C@H]2O[C@@H](n3cc(C)c(=O)[nH]c3=O)C[C@@H]2O)cc1 | -3% | x | x | x | x | x | 0% | 11 | -5%
13 | CCOc1ccc(Oc2ccc(S(=O)(=O)N3CCOCC3)cc2N)cc1 | -4% | 0.6% | -8 | -1 | 8 | -15 | -2% | 4 | 3%
14 | O=C(Cc1ccccc1)N1CCC(c2nc3ccccc3[nH]2)CC1 | -9% | -0.5% | 1 | 5 | 4 | 3 | -1% | 3 | 5%
15 | Cc1ccc(Nc2c(-c3ccsc3)nc3c(C)cccn23)cc1 | 0% | 5.1% | -3 | -2 | 4 | -17 | -4% | -27 | -7%
16 | CN(C)c1ccc(/C=N/NC(=O)c2ccc(NC(=O)c3ccccc3)cc2)cc1 | 10% | 6.7% | -6 | -16 | 1 | 0 | -5% | 1 | 0%
17 | CCOc1ccc(S(=O)(=O)N(CC(=O)Nc2cccnc2)c2ccccc2)cc1 | 0% | 5.9% | -4 | -5 | 15 | 5 | u | x | -7%
18 | CCCC(c1nnnn1CS(=O)(=O)c1ccc(C)cc1)N1CCN(CC)CC1 (centres undefined) | -5% | 4.1% | 0 | 0 | 5 | 15 | 0% | 8 | -2%
19 | CCN(CC1COc2ccccc2O1)C(=S)Nc1ccc(F)cc1 (centres undefined) | 0% | 0.2% | -6 | -17 | 8 | -27 | 1% | -4 | 1%
20 | Cc1cccc(CSCCNC(=S)Nc2ccccc2)c1 | -2% | 4.0% | -4 | 7 | 11 | 0 | 1% | 4 | -14%
21 | COc1ccc(NC(=O)CC2C(=O)N(c3cccc(OC)c3)C(=O)N2C(C)C)cc1 (centres undefined) | 0% | 0.5% | 2 | -1 | 3 | -7 | -3% | -13 | -5%
22 | Cc1c(N2C(=O)C(=O)/C(=C(/O)c3ccc(Cl)cc3)C2c2ccccc2)c(=O)n(-c2ccccc2)n1C (centres undefined) | -1% | 27% | -6 | x | 3 | 5 | -2% | 2 | -10%
23 | COc1ccc(C2c3ccsc3CCN2C(=O)C(C)(C)C)cc1 (centres undefined) | -3% | -0.4% | 2 | 0 | 0 | 6 | -5% | -26 | 1%
24 | O=C1C2C3C=CC(O3)C2C(=O)N1Cc1ccncc1 (centres undefined) | -1% | x | x | x | x | x | -3% | 5 | 0%

Exported screen by screen: entries from further up
22	Cc1c(N2C(=O)C(=O)/C(=C(/O)c3ccc(Cl)cc3)C2c2ccccc2)c(=O)n(-c2ccccc2)n1C (centres undefined)
23	COc1ccc(C2c3ccsc3CCN2C(=O)C(C)(C)C)cc1 (centres undefined)
24	O=C1C2C3C=CC(O3)C2C(=O)N1Cc1ccncc1 (centres undefined)

assay / compound	22	23	24
GRP78 ERSR act	-1%	-3%	-1%
RXFP1 ag	27%	-0.4%	x
D1 potentiator	-6	2	x
D2 potentiator	x	0	x
D1 ag	3	0	x
D1 antag	5	6	x
Vif-APOBEC3G blk	-2%	-5%	-3%
RXFP1 antag	2	-26	5
Vif-A3F inh	-10%	1%	0%

New compounds follow:
No. | SMILES | GRP78 ERSR act | RXFP1 ag | D1 potentiator | D2 potentiator | D1 ag | D1 antag | Vif-APOBEC3G blk | RXFP1 antag | Vif-A3F inh
25 | CCCn1c(SCC(=O)Nc2cccc(C(=O)OC)c2)nnc1-c1cccnc1 | -8% | -0.4% | -6 | -3 | 1 | -5 | -1% | -8 | u
26 | Cc1cccc2cc(C(c3nnnn3C(C)(C)C)N3CCN(C(=O)c4ccco4)CC3)c(=O)[nH]c12 (centres undefined) | 0% | -0.2% | 6 | 0 | 5 | -7 | 5% | -1 | 9%
27 | O=S(=O)(Nc1nc(SCc2ccc(Cl)cc2)n[nH]1)c1ccc(F)cc1 | -6% | 3.3% | -2 | -1 | 21 | -14 | 1% | -6 | 2%
28 | Cn1c(Cc2cccs2)nnc1SCC(=O)Nc1ccc(F)cc1F | 2% | 0.2% | -5 | 0 | 1 | 7 | 2% | 14 | -9%
29 | O=C(CCS(=O)(=O)c1ccc2c(c1)NC(=O)CO2)NCc1ccccc1 | -4% | 1.7% | -6 | 5 | 1 | -6 | 1% | 9 | 3%
30 | COc1cc(S(=O)(=O)NCc2ccc3c(c2)OCO3)ccc1F | -1% | 0.3% | -8 | -7 | 4 | -13 | 0% | 4 | 10%
31 | CC(=O)/C=C/c1ccc(C)o1 | -1% | 0.8% | -3 | -13 | 2 | 7 | -1% | 0 | 5%
32 | CC(=O)NS(=O)(=O)c1ccc(NC(=S)NC(=O)COc2ccccc2C)cc1 | -1% | 0.9% | -5 | 6 | 6 | -9 | 2% | -10 | 9%
33 | O=C(NCc1ccco1)c1ccc(Oc2ccccc2)cc1 | 4% | 0.2% | -3 | 4 | 27 | -14 | 0% | -2 | 3%
34 | CCOc1ccc(CCNC(=O)c2c(C)oc3ncn(CC(C)C)c(=O)c23)cc1 | 0% | -1.8% | -5 | -1 | 0 | -9 | 0% | x | 1%
35 | CNC(=O)CC(C(=O)O)c1ccc(OCC(C)C)cc1 (centres undefined) | -4% | 0.1% | -2 | -9 | 1 | 2 | -3% | 1 | 3%
36 | Nc1nnnn1/N=C/c1cccc(O)c1 | 5% | 0.0% | -6 | -2 | 3 | 7 | 2% | -14 | 7%
37 | c1ccc(OCc2nnc3sc(C4COc5ccccc5O4)nn23)cc1 (centres undefined) | 0% | 2.1% | -5 | 1 | 4 | -2 | -2% | -29 | 1%
38 | CC(=O)C(C(c1ccccc1)c1c[nH]c2ccccc12)[N+](=O)[O-] (centres undefined) | -2% | 0.0% | -9 | -5 | 0 | -1 | u | -4 | -1%
39 | O=C(COc1coc(CN2CCN(c3ccccc3)CC2)cc1=O)NC1CCCC1 | -3% | 0.5% | -8 | -5 | 0 | -3 | -6% | -1 | -12%
40 | CCCn1c(N)c(C(=O)CSc2nnc(-c3cccnc3)n2-c2ccc(C)cc2C)c(=O)[nH]c1=O | -5% | 0.7% | -7 | 15 | 2 | 11 | u | 3 | 6%
41 | Cc1cc2c(ncn2C(C)C)c(N)c1C | -4% | -0.1% | 2 | 0 | 1 | 2 | 0% | -3 | -5%
42 | CCn1c(-c2ccc(N)cc2)nc2ccccc21 | 2% | 1.6% | x | -7 | -1 | -9 | -1% | x | -4%
43 | CCN(CC)S(=O)(=O)c1ccc(N2CCCCC2)c(NC(=O)C2CSC3(C)CCC(=O)N23)c1 (centres undefined) | -4% | x | x | x | x | x | -1% | 10 | -6%
44 | Cc1ccc(C)c(OCCCC(=O)NC2CCCCC2)c1 | -3% | 2.9% | -1 | -2 | 5 | -27 | -3% | -7 | 2%
45 | COc1ccccc1-c1ccc(/C=C2\C=CC(=O)O2)o1 | 18% | 7.2% | 5 | -6 | 292* | -5 | u | -17 | u
46 | CC(C)C[C@@H](NC(=O)[C@H]1CCCN1C(=O)Cc1ccccc1)C(N)=O | 2% | -2.7% | 4 | 4 | 4 | 30 | 5% | 6 | 8%
47 | COc1ccc(-c2noc(N3CCC(C(=O)Nc4ccc(OC)cc4OC)CC3)n2)cc1 | 0% | 0.0% | -14 | -19 | 9 | -31* | 5% | -9 | 3%
48 | COc1ccc(C(=O)NCc2cc(C(C)C)no2)cc1OC1CCN(C(C)C)CC1 | -6% | -0.8% | 2 | x | 0 | 7 | 1% | 20 | 3%
49 | CC(C)(NS(=O)(=O)OCC(Cl)(Cl)Cl)c1ccccc1 | -1% | 0.6% | -6 | -5 | 0 | -1 | 1% | x | -11%
50 | Cn1nc(Cc2n[nH]c(=S)n2C)c2ccccc2c1=O | -2% | 0.0% | 5 | 2 | 1 | -15 | 5% | -10 | 9%
51 | CCOc1ccc(NC(=O)Nc2ccccc2SC)cc1 | -3% | 1.5% | 1 | -12 | 1 | -20 | -2% | -5 | 5%
52 | COc1ccccc1OCCNC(=O)c1ccccc1OCc1c(C)noc1C | -3% | 2.2% | -3 | -5 | 2 | -2 | 0% | -5 | -14%
53 | COc1cc2c(C(=O)NCCCOC(C)C)cn(CC(C)C)c(=O)c2cc1OC | -2% | -2.6% | -3 | 12 | 1 | -7 | 2% | -4 | -1%
54 | Nc1nonc1-n1nnc(C(=O)N/N=C/c2cccnc2)c1CSc1ccc(Cl)cc1 | -7% | 0.9% | -3 | 14 | 21 | -4 | -1% | -65* | 1%
55 | COc1ccc(-c2cc(-c3ccc(C)cc3)nc(SCc3nnc(-c4ccccc4)o3)c2C#N)cc1OC | -5% | 13% | -2 | 0 | 6 | -9 | 0% | 4 | -9%
